Bioassay records: PubChem BioAssay, several laboratories
NOD2 inhibition = NOD2 signaling inhibitors, cell-based, luminescence, uHTS, HEK293 (AID 1566) | inhibition, % at 4 µM, or EC50 in µM where a hit was titrated | 290,000 tested, 0.63% active | HEK293 NOD2/NF-kB luciferase reporter, luminescence; higher % means a stronger effect; also: many of its hits are not listed in these tables
KOR beta-arrestin-1 = KOR agonists, beta-arrestin recruitment, primary screen, cell-based, luminescence, uHTS (AID 1777). KOR beta-arrestin recruitment, luminescence; higher % means a stronger effect. activation, % at 10 µM; hits with a dose series show EC50 in µM. 280,000 tested, 0.02% active; in the data active = activation above about 50%, passing the limit was not always enough; also: a part of the inactive calls stands beside numbers as strong as those of hits
AID2073 = inhibitors of Mint1-CaV2.2 protein interaction, biochemical, HTRF (AID 2073); HTRF protein-protein interaction, Mint1-CaV2.2; higher % means a stronger effect; inhibition, % at 20 µM; hits with a dose series show IC50 in µM; 290,000 tested, 0.19% active; in the data active = inhibition mostly above about 51%, no sharp cut-off; inconclusive = no clear call, values can overlap the other calls; inactive = mostly below about 53%; also: some results filed as inactive read as strong as hits
HIV peptide binding = cell-free HIV fusion peptide-binding blockers – biochemical, uHTS, fluorescence dequenching, primary screen (AID 1986); cell-free peptide binding, fluorescence dequenching, 30 min; higher % means a stronger effect; inhibition, % at 20 µM; hits with a dose series show IC50 in µM; 290,000 tested, 0.3% active; in the data active = inhibition mostly above about 52%, no sharp cut-off; inactive = mostly below about 76%; also: some results filed as inactive read as strong as hits
Yfh1-depleted yeast = enhancers of respiration in Yfh1-depleted yeast, dose response, Friedreich's ataxia, plus single-dose screen (AID 1465); fold induction at 50 µM; hits with a dose series show EC50 in µM; 220,000 tested, 0.074% active; S. cerevisiae Yfh1-off respiration, WST-1 reduction, 72 h; higher fold induction means a stronger effect;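 active = fold induction of absorbance versus untreated yeast above a set limit, then at least 30% activation at any dose in follow-up; inconclusive = repeats straddling the limit, or above it without dose testing; inactive = fold induction below the set limit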;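 also: activators that raise dye reduction in frataxin-depleted yeast; strong numbers were not always called active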
West Nile antiviral = West Nile virus antiviral activity, cell-based, CPE readout (AID 1621); 290,000 tested, 0.02% active; CPE inhibition, % at 10 µM, or IC50 in µM where a hit was titrated; West Nile virus-infected cells, CPE inhibition; higher % means a stronger effect; in the data active = a potency from the dose series; inconclusive = CPE inhibition mostly from about 3.7% at the one dose, without a potency; inactive = the rest, 99 in 100 with CPE inhibition below about 2.2%; also: strong numbers were not always called active
NOD1 NF-kB reporter = NOD1 signaling inhibitors, primary screen, cell-based, luminescence, uHTS (AID 1578). NOD1-driven NF-kB luciferase reporter cells, luminescence; higher % means a stronger effect. inhibition, % at 4 µM, or EC50 in µM where a hit was titrated. 290,000 tested, 1% active; in the data active = inhibition mostly above about 36%, no sharp cut-off; inactive = mostly below about 34%;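 also: HEK-293T reporter cells stimulated with the NOD1 agonist gamma-tri-DAP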
KOR beta-arrestin-2 = kappa opioid receptor blockers – cell-based, luminescence, uHTS (AID 1778) | KOR beta-arrestin recruitment, luminescence, antagonist mode; higher % means a stronger effect | one-dose inhibition, % at 10 µM; IC50 in µM for titrated hits | 290,000 tested, 0.091% active; also: strong numbers were not always called active
Dengue-2 NS5 capping = Dengue-2 NS5 methyltransferase inhibitors, primary screen, biochemical, confirmation dose response (AID 588689); 340,000 tested, 0.3% active; Dengue-2 NS5 methyltransferase capping enzyme assay, biochemical; higher % means a stronger effect; inhibition, % at 25 µM; hits with a dose series show IC50 in µM; in the data active = a potency from the dose series; inconclusive = inhibition above about 29% without an active follow-up result
Dengue-2 NS5 capping pilot replicate = recorded beside Dengue-2 NS5 capping, whose call it bears; inhibition, %; measured here: pilot screen replicate inhibition
* = called active by the depositor; i = inactive; ? = inconclusive; / = not tested or not shown; & = joins results of further samples; [ ] = another dose, or the depositor's remark. Rule as the data show it, unless noted: active = inhibition above about 50%; inactive = the rest. The list is partial; rates above refer to the full screens.

SMILES	NOD2 inhibition	KOR beta-arrestin-1	AID2073	HIV peptide binding	Yfh1-depleted yeast	West Nile antiviral	NOD1 NF-kB reporter	KOR beta-arrestin-2	Dengue-2 NS5 capping	others
O=S(=O)(c1ccccc1F)N1CCN(Cc2nc3ccccc3[nH]2)CC1	1%	-1.0%	-3%	0.6%	i	0.0%	-16%	5%	-3%
N/C(=N\OC(=O)c1ccc2c(c1)OCO2)c1ccncc1	-88%	-1.7%	12%	-0.5%	i	0.7%	-14%	-9%	-7%
O=C(CCNS(=O)(=O)c1c(Cl)cccc1Cl)OCC(=O)c1ccccc1	17%	-3.9%	-4%	-1.9%	i	0.1%	10%	-4%	8%
S=C(Nc1ccc2cn[nH]c2c1)Nc1ccc(Cl)cc1Cl	5%	-3.1%	37%	-2.1%	i	0.0%	-18%	3%[20 µM]	24%
CC(=O)Nc1ccc(N(C(=O)c2ccco2)C(C(=O)NC2CCCC2)c2ccc(N3CCOCC3)cc2)cc1 (configuration not stated)	5%	-5.2%	3%	-1.6%	i	-0.8%	-10%	-18%	-1%
O=C(CCOc1ccccc1)NCc1ccccc1	4%	-4.4%	2%	-0.8%	i	0.3%	-24%	22%	-9%
Cc1ccc(S(=O)(=O)N(CC(=O)N2CCc3ccccc3C2)c2ccc(Cl)c(Cl)c2)cc1	-15%	6.1%	?	-1.1%	i	-1.3%	2%	8%	-9%
CCCCOC(=O)Nc1ccc(S(=O)(=O)Nc2onc(C)c2C)cc1	8%	-12%	13%	-1.0%	/	0.4%	1%	36%	-7%
CC(=O)CSc1nnc(CSc2ncccn2)n1C1CCCCC1	9%	2.6%	-10%	-1.0%	i	0.5%	9%	-28%	-6%
COc1ccccc1NS(=O)(=O)c1cccc(NC(=O)c2cc3ccccc3oc2=O)c1	-106%	34%	29%	-0.3%	i	-0.6%	-16%	-482%[20 µM]	2%
O=C(OCCN1CCOCC1)c1ccc(OCCN2CCOCC2)cc1	-10%	-5.1%	-3%	-0.1%	i	0.8%	12%	15%	0%
CCN(C(=O)COC(=O)/C=C/c1c(C)nn(Cc2ccc(C)cc2)c1C)C1CCS(=O)(=O)C1 (configuration not stated)	20%	-3.9%	-15%	-0.1%	i	0.6%	-6%	29%	/
COc1ccc(N2CCN(C(=O)c3ccc(F)cc3)CC2)c([N+](=O)[O-])c1	22%	4.5%	-9%	-0.8%	i	-1.3%	22%	-8%	-4%
O=C(COC(=O)c1ccc(Cl)c(S(=O)(=O)NCc2ccccc2)c1)NCC1CCCO1 (configuration not stated)	-7%	-0.7%	-3%	-0.5%	i	0.1%	-25%	-36%	-7%
CCOc1ccc(NC(=O)Cn2nnc(C(=O)NCc3ccc(OC)cc3)c2N)cc1	1%	-0.2%	38%	-0.1%	/	0.9%	-4%	-24%	0%
Cc1nn2cc(-c3cccc(Cl)c3)cnc2c1Cl	-60%	-12%	33%	-0.5%	i	-0.3%	-38%	4%	1%
COc1ccc(OCC(=O)Nc2cc(-c3nn4c(C)nnc4s3)ccc2C)cc1	-1%	2.7%	26%	0.0%	i	-0.3%	-7%	12%	-3%
Cc1ccc2oc(C(=O)N3CCC(N4CCSCC4)CC3)c(C)c2c1	-15%	1.4%	12%	-1.2%	/	0.0%	-28%	32%	-12%
CC(NC(=O)COc1ccc(Br)cc1)C1CCCO1 (configuration not stated)	4%	-3.9%	2%	0.2%	/	0.1%	-17%	26%	-2%
CCOC(=O)Nc1ccc(C)cc1C	15%	-2.9%	-6%	0.6%	i	0.7%	-2%	-13%	-6%
O=C(CCN1CCN(Cc2ccccc2)CC1)Nc1ccc(OCc2ccccc2)cc1	6%	-3.3%	11%	1.2%	i	-0.8%	-22%	-34%	3%	Dengue-2 NS5 capping pilot replicate=-0.3
O=C(Nc1ccnn1C1CCN(C/C=C/c2ccccc2)CC1)c1cccc(F)c1	7%	1.1%	-4%	2.1%	/	-0.6%	-11%	-4%	-2%
CC1CCC(C(C)C)C(OC(=O)COC(=O)c2cc(O)ccc2N)C1 (configuration not stated)	17%	17%	26%	27%	i	2.6%	6%	-18%	10%
Cc1ccc(C(O)(C(=O)NNc2ccc3ccccc3n2)c2ccc(C)cc2)cc1	-5%&-20%	-0.5%&3.9%	1%&9%	-1.7%&-0.9%	i	-1.1%&-1.9%	-17%&8%	31%&-31%	2%&-9%
CCOC(=O)Cn1nnc(-c2cc(OC)c(OC)c(OC)c2)n1	11%	-4.3%	-5%	-0.2%	i	0.1%	-42%	16%	-4%
CCc1ccc2c(c1)CCCN2C(=O)c1ccccc1C(=O)O	10%	2.6%	12%	5.1%	i	?	-11%	-15%	15%	Dengue-2 NS5 capping pilot replicate=7.3
CN(C)/C=C/c1onc(-c2c(Cl)cccc2Cl)c1C#N	23%	-1.7%	3%	1.8%	i	-0.2%	-13%	8%	-30%
Cc1ccc(NC(=O)CNc2cccc(C)c2C)c(C)c1	-8%	2.4%	0%	0.1%	/	/	-20%	-2%	-2%
CCN1CCCC1CNC(=O)CSc1cc(=O)n(C)c2cc(Cl)ccc12 (configuration not stated)	13%	-0.4%	12%	-0.7%	i	-0.1%	-49%	-21%	-3%
Cc1cccc(NC(=O)CSc2nnc(CNC(=O)c3ccc(S(=O)(=O)N(C)C)cc3)n2-c2ccc(F)cc2)c1	23%	1.5%	12%	-1.0%	i	-0.1%	-10%	-12%	0%
CCOC(=O)C1CN(c2cc3c(cc2F)c(=O)c(C(=O)O)cn3CC)OC1C(=O)OCC (configuration not stated)	-8%	-3.3%	34%	-2.9%	i	0.6%	-17%	12%	-4%
Cc1sc2ncnc(SCC(=O)N3CCCC3)c2c1C	6%	-1.6%	-4%	1.1%	i	-0.1%	-23%	-1%	1%
C/C(=N\NC(=O)c1cc(Br)ccc1O)c1cccc(NC(=O)c2ccccc2F)c1	8%	-1.9%	16%	7.9%	/	-0.2%	-22%	6%	-5%
Cc1nnc2ccc(N3CCN(c4ccccn4)CC3)nn12	5%	3.6%	-4%	0.5%	i	0.1%	-36%	18%	-5%
CCOc1cccc(C(=O)NC(=S)Nc2cccc(NC(=O)c3ccccc3Cl)c2)c1	-14%	-0.1%	6%	0.0%	i	-0.5%	4%	21%	-5%
CC(C)c1cccc(C(C)C)c1NC(=O)COc1nncc2ccccc12	2%	4.5%	-2%	-1.4%	i	-0.2%	-48%	/	14%
Cc1ccc2cc(/C=N/NC(=O)CN3CCOCC3)c(Cl)nc2c1	1%	-0.3%	30%	0.7%	i	0.0%	-25%	22%	3%
Cc1ccc(-c2cnc(C3CC3)o2)cc1S(=O)(=O)Nc1ccccc1	-49%	-5.2%	2%	0.0%	/	-0.5%	17%	-7%	0%
Cc1cc(C)c2cc(C)c3nnc(SCC(=O)NCc4ccc5c(c4)OCO5)n3c2c1	18%	2.7%	16%	2.4%	i	-0.2%	-17%	-21%	5%
O=C(c1ccc(F)cc1)N1CCC2(CC1)NCCc1[nH]cnc12	10%	-0.7%	13%	-1.6%	/	0.4%	14%	3%	-6%

Grouped by structure: the entries above with two or more sulfur atoms (three)
SMILES	NOD2 inhibition	KOR beta-arrestin-1	AID2073	HIV peptide binding	Yfh1-depleted yeast	West Nile antiviral	NOD1 NF-kB reporter	KOR beta-arrestin-2	Dengue-2 NS5 capping	others
CC(=O)CSc1nnc(CSc2ncccn2)n1C1CCCCC1	9%	2.6%	-10%	-1.0%	i	0.5%	9%	-28%	-6%
Cc1cccc(NC(=O)CSc2nnc(CNC(=O)c3ccc(S(=O)(=O)N(C)C)cc3)n2-c2ccc(F)cc2)c1	23%	1.5%	12%	-1.0%	i	-0.1%	-10%	-12%	0%
Cc1sc2ncnc(SCC(=O)N3CCCC3)c2c1C	6%	-1.6%	-4%	1.1%	i	-0.1%	-23%	-1%	1%

(further entries)
SMILES	NOD2 inhibition	KOR beta-arrestin-1	AID2073	HIV peptide binding	Yfh1-depleted yeast	West Nile antiviral	NOD1 NF-kB reporter	KOR beta-arrestin-2	Dengue-2 NS5 capping	others
Cc1nc(SCC(=O)Nc2nnc(C(C)C)s2)n[nH]1	8%	0.7%	7%	1.6%	/	-0.1%	-16%	3%	-1%
O=C1COc2ccc(S(=O)(=O)N3CCC(C(=O)NCc4ccc(F)cc4)CC3)cc2N1	29%	0.4%	1%	11%	/	-0.3%	5%	4%	-9%
CC(C)(C)C(=O)COC(=O)c1cc(-c2cccnc2)nc2ccccc12	17%	-1.5%	-7%	-0.7%	i	-0.1%	-16%	3%	-11%
Cc1c(Cl)cccc1NC(=O)CN1CCC(C(O)(c2ccccc2)c2ccccc2)CC1	3%	2.1%	-4%	-0.6%	i	3.0%	/	-5%	-3%
Cc1nc2ccccc2n1CC(O)COC1CCCCC1 (configuration not stated)	5%	-0.7%	-3%	3.0%	i	-0.6%	-33%	1%	-4%
Cc1ccc(C2=NN(C(=O)C3CCCO3)C(c3ccco3)C2)cc1 (configuration not stated)	-7%	/	19%	-1.6%	i	-2.0%	-20%	-10%[20 µM]	-11%
CCc1cc2cc(C)cc(C)c2nc1SCC(=O)Nc1cc(C)on1	-27%	4.9%	-3%	1.6%	i	-0.4%	-50%	-26%	/
CCCn1nnc(NC(=O)/C=C/c2ccc(C(C)C)cc2)n1	11%	1.7%	0%	-1.2%	i	0.4%	0%	/	9%
COC(=O)c1ccc(COc2ccccc2/C=N/NC(=O)c2cccnc2)cc1	-17%	-0.5%	?	2.7%	i	0.2%	-34%	-18%	-2%
Cc1ccc(C(C(=O)NCc2ccc(F)cc2)N(CCCO)C(=O)C2COc3ccccc3O2)o1 (configuration not stated)	-12%	-6.1%	3%	-1.2%	i	-0.4%	-21%	1%[20 µM]	/
CCCCOc1ccc(/C=N/NC(=S)Nc2cccc(C)c2C)cc1	-28%	-0.7%	2%	-0.4%	i	0.1%	-7%	-18%	-4%
CC1(C)CC(=NOC(=O)c2ccccc2)CC(C)(C)N1	1%	8.6%	-5%	2.2%	i	0.1%	-12%	22%	-2%
Cc1ccccc1C(=O)N1CCN(c2ccc(NC(=S)NC(=O)c3ccco3)cc2)CC1	17%	-3.4%	-1%	-0.3%	/	2.5%	-15%	17%	-7%
O=C1CSC(=Nc2ccccc2)N1	-2%	2.1%	-4%	1.3%	i	0.1%	-13%	18%	-1%
CC1C(=O)Nc2ccccc2N1C(=O)c1cccc(C(F)(F)F)c1 (configuration not stated)	8%	-5.8%	10%	2.4%	/	-0.5%	2%	2%	0%
O=[N+]([O-])c1ccccc1N/N=C/c1cccc(O)c1O	-55%	-2.3%	7%	1.1%	i	-0.3%	-3%	24%	-2%
Nc1nonc1N/N=C/c1c(O)ccc2ccccc12	17%	-1.5%	26%	1.5%	i	-1.2%	-14%	-65%	-4%
COC(=O)Nc1ccc(S(=O)(=O)N2CCCC(C(=O)O)C2)cc1 (configuration not stated)	7%	-3.4%	4%	1.4%	i	-0.1%	-43%	-25%	1%
COc1cccc2c1O/C(=N\O)C(C(=O)Nc1ccc(C)cc1)C2 (configuration not stated)	-22%	-5.1%	6%	-1.2%	/	1.8%	2%	12%	-11%
COc1ccccc1-n1cnnc1SCC(=O)NCC1CCCO1 (configuration not stated)	9%	4.7%	2%	0.7%	i	0.0%	-18%	-4%	-3%
